# Source: PubChem (several laboratories)
# Wnt bcat act: Wnt/beta-catenin pathway activators, primary screen, cell-based, plate reader, single point; Wnt/beta-catenin reporter cell assay, activator; activation, % at 9.35 µM; actives 1.2% (n = 300,000); in the data active = activation above about 30%, passing the limit was not always enough;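 note: 0% = neutral control wells and 100% = positive control wells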
# Tat export inh: E. coli Tat export inhibitors, primary screen, MC4100, TorA-mCherry reporter, fluorescence, single point; actives 0.036% (n = 340,000); inhibition, % at 10 µM;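 active = mean replicate inhibition at least 50% and at least half of replicates individually reaching 50%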;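 note: exported cargo escapes ClpAP degradation while cytoplasmic cargo is degraded and loses fluorescence; 0% = median of neutral control wells and 100% = median of NaSCN control wells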
# CAL PDZ FP-1: CAL PDZ peptide-binding inhibitors, primary screen, biochemical, fluorescence polarization, Cer-tagged CAL PDZ, HTS; inhibition, % at 20 µM; actives 0.02% (n = 330,000); Golgi-associated PDZ and coiled-coil motif-containing protein (Homo sapiens), Q9HD26; purified CAL PDZ, TMR-peptide fluorescence polarization, 1 h; AID 504414, 2011;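 active = highest replicate inhibition of at least 40%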;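 note: plate controls were DMSO neutral control wells for no effect and unlabeled competitor peptide control wells for full effect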
#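 Assay system – tagged CAL PDZ protein CerCALP, purified · Timing – 1 h at RT · Compound – single point, 20 µM · Measured by – fluorescence polarization from S- and P-plane intensities, G-factor corrected · Evaluation – inhibition from polarization loss · Probe or stimulus – TMR reporter peptide T*-PRC34 · Buffer or medium – pH 7.4 phosphate-saline buffer, reducing agent, detergent, IgG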
# Ecoli viability: E. coli V3065 growth inhibition, primary screen, counter-screen for AddAB inhibitor project, absorbance, OD600. 18 h. inhibition, % at 11.9 µM. actives 0.27% (n = 330,000). AID 449728, 2010;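 active = inhibition above the campaign's mean inhibition across all tested compounds plus 3 SD, cut at about 9.9% in these data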;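 note: uninfected addAB+ strain grown without phage in ampicillin broth; 0% = DMSO wells and 100% = ciprofloxacin 0.95 µg/ml wells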
# MITF act: activators of MITF-driven TRPM1 promoter reporter, primary screen, cell-based, SK-MEL-5, luciferase, single point. actives 0.75% (n = 300,000). activation, % at 12.5 µM. SK-MEL-5 TRPM1-promoter luciferase, 24 h; % of positive control, neutral wells = 0;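 active = mean activation of at least 80% with every replicate also reaching 80%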;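 note: 0% = neutral control wells and 100% = parthenolide positive control wells; values of inactives mirror those of a sister screen read the other way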
# SR-BI HDL uptake: inhibitors of SR-BI mediated HDL lipid uptake, primary screen, ldlA[mSR-BI] cells, fluorescence, single point. Scavenger receptor class B member 1 (Mus musculus), Q61009. ldlA[mSR-BI] CHO cells, DiI-HDL uptake fluorescence, 3 h. inhibition, % at 12.5 µM. actives 0.96% (n = 320,000);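 active = mean replicate inhibition of at least 70% and a set share of replicates each scoring 70 or more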;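 note: 0% = median of neutral control wells and 100% = median of positive control wells; values of inactives mirror those of a sister screen read the other way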
# Target sequence (Q61009 whole entry, looked up): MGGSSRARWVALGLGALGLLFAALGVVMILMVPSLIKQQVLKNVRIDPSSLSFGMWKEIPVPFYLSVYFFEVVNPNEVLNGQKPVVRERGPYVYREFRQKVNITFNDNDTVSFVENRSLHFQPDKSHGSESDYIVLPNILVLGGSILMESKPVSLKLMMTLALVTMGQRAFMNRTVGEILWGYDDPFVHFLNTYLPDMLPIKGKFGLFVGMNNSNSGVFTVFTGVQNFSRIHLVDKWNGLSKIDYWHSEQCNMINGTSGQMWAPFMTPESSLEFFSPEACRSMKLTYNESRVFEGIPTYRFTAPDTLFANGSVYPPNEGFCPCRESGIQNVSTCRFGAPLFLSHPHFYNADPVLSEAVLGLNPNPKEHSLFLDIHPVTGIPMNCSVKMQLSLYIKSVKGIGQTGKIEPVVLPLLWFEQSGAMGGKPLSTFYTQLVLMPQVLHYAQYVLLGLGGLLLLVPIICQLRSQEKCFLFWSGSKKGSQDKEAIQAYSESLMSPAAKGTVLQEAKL
# SR-BI uptake up: activators of SR-BI mediated DiI-HDL uptake, primary screen, ldlA[mSR-BI] CHO cells, DiI fluorescence; activation, % at 12.5 µM; actives 0.096% (n = 320,000); 3 h; 100 = double the neutral-control signal;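 active = mean replicate activation of at least 60% and every replicate at or above 60%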;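 note: 0% = median plate neutral-control signal and 100% = twice that signal; values of inactives mirror those of a sister screen read the other way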
#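 Test system: SR-BI-overexpressing, LDLR-lacking CHO cells; Also added: labelled HDL, 10 µg/mL; Measured by: bottom-read cell fluorescence after medium removal, ex 550/em 595 nm; Timing: 3 h uptake period with compound, 37 °C; Buffer or medium: F12, 0.5% BSA, 25 mM HEPES; Doses: single compound concentration, delivered by pin transfer.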
# phage Ecoli inh: growth loss of phage-infected E. coli, primary screen, RecBCD inhibitor project, absorbance, with phage, HTS; inhibition, % at 11.9 µM; AID 651602, 2012; actives 0.26% (n = 360,000); in the data active = inhibition above about 11%
# AddAB inh: growth inhibition of E. coli expressing H. pylori AddAB, primary screen, AddAB inhibitor project, absorbance; actives 0.29% (n = 330,000); inhibition, % at 11.9 µM; in the data active = inhibition above about 12%;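 note: 0% = vehicle wells of infected cells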
# CAL PDZ FP-2: untagged CAL PDZ binding inhibitors, primary screen, biochemical, fluorescence polarization, HTS; actives 0.92% (n = 300,000); purified CAL PDZ, TMR-peptide fluorescence polarization, 1 h; inhibition, % at 24.9 µM; Golgi-associated PDZ and coiled-coil motif-containing protein (Homo sapiens), Q9HD26; AID 602252, 2012;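 active = mean inhibition of at least 30% with at least half of replicates also reaching 30%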;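 note: 0% = DMSO neutral control and 100% = excess unlabeled competitor peptide PRC23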
# * = called active by the depositor; · = not tested or not shown; + = active, no number.
SMILES,Wnt bcat act,Tat export inh,CAL PDZ FP-1,Ecoli viability,MITF act,SR-BI HDL uptake,SR-BI uptake up,phage Ecoli inh,AddAB inh,CAL PDZ FP-2
CN(C)N=Nc1ccc(S(=O)(=O)N2CCSC2C(=O)O)cc1 (centres undefined),·,-3,-1.2,0.0,10,-10,10,3.5,2.4,·
Cc1cc(C(=O)NC(C)CCC(C)C)c2ccccc2n1 (centres undefined),0,3,0.2,-1.6,5,-24,24,2.0,0.9,-5
CCOc1ccc(Br)cc1C1=CC(=O)C[C@H](c2ccc(OC)cc2)C1,-10,-9,-0.4,-0.9,-17,54,-54,0.3,0.1,-6
CCOC(=O)C1(Cc2cccc(F)c2)CCN(CC2CC2)CC1,-1,-8,-0.6,1.0,-2,-5,5,5.3,2.5,·
CC(O)C1CCC2C3CCC4CC(O)CCC4(C)C3C(=O)CC12C (centres undefined),-1,9,-0.4,·,1,0,0,2.3,·,-5
CCN(C(=O)COC(=O)c1cccs1)c1c(N)n(Cc2ccccc2)c(=O)[nH]c1=O,-1,0,-2.1,2.6,-4,-17,17,0.9,0.7,-1
Cc1ccc(C(=O)c2oc3ccc(Cl)cc3c2NC(=O)CN2CCN(C)CC2)cc1,4,4,-4.0,-4.5,-5,7,-7,1.9,-1.4,-1
C/C(CC(=O)Nc1ccccn1)=N\NC(=O)c1cccc(C)c1,-1,1,-1.0,0.6,-6,5,-5,2.6,3.0,-5
CCc1ccc(NC(=S)N2CCN(C)CC2)cc1,10,-4,-1.3,-1.0,26,-24,24,2.1,0.3,-3
CCOc1cc(C2C(C(=O)c3ccccc3)=C(C(=O)OC)Nc3nnnn32)ccc1O (centres undefined),·,-2,-0.1,0.5,-5,-10,10,1.6,0.3,0
NS(=O)(=O)c1ccc(CCNC(=O)COC(=O)CCN2C(=O)C3CC=CCC3C2=O)cc1 (centres undefined),0,0,-1.4,1.5,0,-27,27,-0.6,0.8,·
CC(=O)Nc1c2c(nn1-c1ccc(C)cc1)CS(=O)(=O)C2,6,1,-0.4,0.5,-7,·,·,1.0,1.0,-7
Cc1nc(Nc2ccc3c(c2)OCCO3)c2c(C)c(C)sc2n1,-1,-3,0.9,-2.6,15,37,-37,4.7,-1.7,-2
COC(=O)Cc1ccc(NC(=O)c2cccs2)cc1,18,-1,-2.6,1.9,68,6,-6,-0.2,3.4,-3
COCCn1c(COc2cccc(OC)c2)nnc1SCC(=O)NC1CCCCC1,9,1,-2.4,-0.4,-7,-8,8,0.6,0.2,-5
COc1ccccc1C(=O)Nc1ccc(S(=O)(=O)Nc2onc(C)c2C)cc1,2,-4,-0.7,2.1,5,-1,1,2.1,6.0,-5
COC(=O)c1ccc(S(=O)(=O)N2CCN(CCO)CC2)n1C,-3,1,-0.7,1.1,9,-3,3,1.8,-1.4,-7
Cc1ccc[n+](-c2nc([O-])sc2C=O)c1,-7,-4,0.6,-1.8,4,-4,4,1.8,3.1,0
COc1ccc(CC(=O)NC(=S)Nc2cccc(CO)c2)cc1,3,·,·,-0.7,·,·,·,0.8,1.2,·
COc1ccccc1-c1cccc([C@@H]2C[C@H]3[C@H](CON3C)CN2S(=O)(=O)c2ccccc2C)c1,-3,4,-2.3,·,4,5,-5,1.9,·,-1
COc1cc(-c2nc3ccc(C)cn3c2Nc2ccc3c(c2)OCCO3)ccc1O,3,2,0.6,3.1,5,11,-11,5.3,1.8,·
O=c1[nH]c(CN2CCN(c3ccccc3)CC2)nc2ccccc12,·,-6,-0.4,-0.8,10,-19,19,0.1,4.1,-2
Cc1cc(Br)ccc1NC(=O)CNC(=O)CNc1cccc([N+](=O)[O-])c1,0,0,-6.2,0.9,-9,28,-28,-0.6,0.7,-2
OCC1CCCN(Cc2cn(Cc3ccccc3)nc2-c2cc3ccccc3o2)C1 (centres undefined),0,6,-3.1,-0.2,10,7,-7,2.1,0.4,-2
COc1ccc(OC)c(C(O)CNC(=O)CN)c1 (centres undefined),0,2,-0.3,0.5,8,3,-3,4.3,1.6,1

# Overlap with the part before: 4 entries; new compounds follow.
SMILES,Wnt bcat act,Tat export inh,CAL PDZ FP-1,Ecoli viability,MITF act,SR-BI HDL uptake,SR-BI uptake up,phage Ecoli inh,AddAB inh,CAL PDZ FP-2
O=c1[nH]c(CN2CCN(c3ccccc3)CC2)nc2ccccc12,·,-6,-0.4,-0.8,10,-19,19,0.1,4.1,-2
Cc1cc(Br)ccc1NC(=O)CNC(=O)CNc1cccc([N+](=O)[O-])c1,0,0,-6.2,0.9,-9,28,-28,-0.6,0.7,-2
OCC1CCCN(Cc2cn(Cc3ccccc3)nc2-c2cc3ccccc3o2)C1 (centres undefined),0,6,-3.1,-0.2,10,7,-7,2.1,0.4,-2
COc1ccc(OC)c(C(O)CNC(=O)CN)c1 (centres undefined),0,2,-0.3,0.5,8,3,-3,4.3,1.6,1
O=C(NCCNC(=O)c1cccnc1)c1ccc(Br)cc1,-1,2,-1.6,-0.1,-9,-40,·,2.0,0.4,2
Nc1ccn(CC(=O)NCCc2ccccn2)c(=O)n1,-1,-3,0.0,-0.2,2,-8,8,1.4,2.5,-2
COc1ccccc1N(CC(O)COc1ccc(C)cc1)S(=O)(=O)c1ccccc1 (centres undefined),·,16,-2.1,1.1,-2,27,-27,3.0,2.5,-5
O=C(NCCCN1CCOCC1)c1ccc(Cl)c(S(=O)(=O)N2CCCCCC2)c1,-3,7,-0.9,-0.1,·,-26,26,2.5,-0.7,-4
CCOC(=O)c1sc(NC(=O)c2ccc(Br)o2)cc1C,·,-3,-2.7,1.9,94*,63,-63,2.8,1.0,-4
CC(=O)Nc1ccc(Sc2ccccc2C(=O)N2CCCC2)cn1,-12,4,0.1,-1.8,-1,-13,13,4.1,0.7,0
O=C1CC(C(=O)Nc2ccccc2)N=C(N2CCCCC2)N1 (centres undefined),·,-10,-0.6,0.4,3,-11,11,0.7,0.3,·
O=C(COc1ccc(Cl)cc1)Nc1nnc(-c2ccco2)o1,-1,-6,-1.4,1.0,1,25,-25,0.1,-0.7,46*
CC1(C)CC2(CC(C)(C)NC(=O)N2)NC(=O)N1,·,14,-0.9,1.2,-14,2,-2,0.9,2.0,-4
NC(=O)c1cc(S(=O)(=O)NCc2cccs2)cs1,0,1,-0.5,3.1,-13,3,-3,3.3,2.9,-2
Cc1[nH]c2c(C(=O)N3CCCC(CCC(=O)NCc4ccccc4F)C3)cccc2c1C (centres undefined),0,1,-1.4,0.2,15,10,-10,0.6,1.4,47*
CCOc1cc(C(=O)Nc2ccc(S(=O)(=O)Nc3onc(C)c3C)cc2)cc(OCC)c1OCC,-1,1,-0.2,1.9,-7,-11,11,3.8,2.0,-4
O=C(c1cccnc1)N1CCCC(Nc2ccc(F)cc2)C1 (centres undefined),0,-2,-0.2,-0.5,-2,-21,21,-0.6,0.4,-5
COc1ccc(NC(=O)C2CCN(S(=O)(=O)c3ccc4c(c3)CC(C)N4C(C)=O)CC2)cc1OC (centres undefined),-1,5,0.0,-2.9,-6,39,-39,2.8,2.4,-5
O=C(NCc1cccs1)C1CCCN(S(=O)(=O)c2cccs2)C1 (centres undefined),-1,2,-3.7,0.2,0,·,·,-3.5,3.8,2
C[C@H](CO)N1C[C@H](C)[C@@H](CN(C)C(=O)NC2CCCCC2)Oc2ccc(NC(=O)Cc3ccccc3)cc2C1=O,-2,-3,-0.1,-1.6,5,17,-17,3.6,2.2,-5
CSc1nc(-c2ccccc2)c(C#N)c(=O)[nH]1,-3,-4,-2.6,-1.0,-6,·,·,1.2,3.7,-6
CC1(c2ccc([N+](=O)[O-])cc2)Nc2ccccc2S1 (centres undefined),18,-6,0.0,1.2,38,2,-2,1.2,0.5,0
Cc1ccc(S(=O)(=O)n2c3ccc(Cl)cc3c3nc(C)sc32)cc1,0,3,-2.5,·,-10,16,-16,4.0,·,-5
Cc1nnc(NC(=O)CSc2n[nH]c(-c3ccccc3)n2)s1,-1,-2,-0.3,0.1,1,-21,21,4.3,0.5,·
CCN(CC)c1ccc(N2C(=O)/C(=C/c3cccnc3)SC2=S)cc1,-1,-5,-0.2,0.7,-14,3,-3,0.9,-1.2,1
O=C(Nc1ccc(Cl)c(Cl)c1)Oc1ccc(NC(=O)c2ccco2)cc1,11,-8,-1.7,1.7,9,·,·,2.7,-1.6,-3
CCOC(=O)c1nc(Nc2ccc(N3CCC(C)CC3)cc2)c2ccccc2n1,-2,9,1.1,2.1,8,·,·,1.8,-2.0,·
O=C(CNC(=O)c1ccccc1Cl)NCCc1cccs1,0,4,0.0,-0.6,17,-6,6,0.5,-2.5,0
COCCCNC(=O)C1CCC(=O)N(c2ccc3c(c2)OCO3)C1c1ccc(OC)cc1 (centres undefined),0,-2,0.9,0.5,3,·,·,-2.0,-0.9,+
O=C(O)CCCCCn1c(SCC(=O)N2CCCC2)nc2ccsc2c1=O,·,4,-2.3,-2.0,-2,0,0,3.6,1.9,·
COCCn1c(SCc2nc3ccccc3c(=O)[nH]2)nc2ccccc2c1=O,-2,-6,-0.3,0.3,-7,6,-6,3.2,-0.9,-3
CC1=CC(C)(C)Nc2ccc(OS(=O)(=O)c3ccc(C)cc3)cc21,·,-2,-1.6,-0.8,-1,45,-45,-0.5,-1.8,·
COC(=O)c1ccc(C)c(NS(=O)(=O)c2ccc(OC)cc2)c1,-1,5,-1.3,3.4,-47,9,-9,1.9,0.0,-2

# Among those listed so far, these contain fluorine.
SMILES,Wnt bcat act,Tat export inh,CAL PDZ FP-1,Ecoli viability,MITF act,SR-BI HDL uptake,SR-BI uptake up,phage Ecoli inh,AddAB inh,CAL PDZ FP-2
CCOC(=O)C1(Cc2cccc(F)c2)CCN(CC2CC2)CC1,-1,-8,-0.6,1.0,-2,-5,5,5.3,2.5,·
Cc1[nH]c2c(C(=O)N3CCCC(CCC(=O)NCc4ccccc4F)C3)cccc2c1C (centres undefined),0,1,-1.4,0.2,15,10,-10,0.6,1.4,47*
O=C(c1cccnc1)N1CCCC(Nc2ccc(F)cc2)C1 (centres undefined),0,-2,-0.2,-0.5,-2,-21,21,-0.6,0.4,-5
